Screening data: PubChem BioAssay, National Center for Advancing Translational Sciences (NCATS)
HT1080NT lethal: kills 2HG-producing HT-1080-NT fibrosarcoma cells. HT-1080-NT fibrosarcoma viability, CellTiter-Glo ATP luminescence, 48 h. Potency, µM (series often up to 46.1 µM), inactives show at the top dose activity, negative = less viability, hits mostly cytotoxic. hit rate 1.6% among 360,000. AID 686970;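 also: NT is the 2HG producing partner of a matched IDH1 knockdown line; 0% = DMSO-treated cells and -100% = media-only wells without cells; nearly all actives have a fitted effect of over 55% in size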
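HT-1080-NT; 750 cells/well; 5% FBS RPMI; 48 h compound, 37 degrees C; CellTiter-Glo luminescence; curve fitting and curve-class assignment.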
KB-V1 cytotox: KB-V1 MDR subline cytotoxicity | KB-V1 MDR cells viability, CellTiter-Glo, 72 h | Potency, µM (series often up to 46.1 µM), for inactives: at the highest dose activity change, negative = cytotoxicity, usual class: cytotoxic | hit rate 3.4% among 400,000 | AID 1347076; also: % is scaled to controls: 0 for no effect and ±100 for the full control effect; nearly all actives have a fitted effect of over 60% in size
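KB-V1 MDR subline cells in DMEM (phenol-red free, 10% FBS) exposed to compounds in qHTS concentration series for 72 h at 37 degrees C. Viability read by CellTiter-Glo luminescence; concentration-effect curves fitted after normalization and correction.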
SW480 rerep: induces DNA re-replication in SW480 colon adenocarcinoma cells. SW480 DNA re-replication, Hoechst DNA content imaging, 48 h. Potency, µM (series often up to 46.1 µM), for inactives: top-dose re-replication activation, usual class: activators. hit rate 1.8% among 340,000; also: % of control where 0% means no effect; nearly all actives have a fitted effect of over 55% in size
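Quantitative HTS format with DMSO vehicle controls; 48 hr drug incubation at 37 C, then 40 min Hoechst staining and scanning imager measurement at 405 nm excitation.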
TDP-43 yeast inh: inhibitors of TDP-43 toxicity in yeast; TDP-43 expressing yeast growth rescue, BacTiter-Glo, 24 h; Potency, µM (highest dose often 46.1 µM), without a hit: at the top dose growth rescue (activation), usual class: activators; hit rate 1.8% among 410,000; AID 652104; also: % of control where 0% means no effect; nearly all actives have a fitted effect of over 50% in size
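Yeast expressing TDP-43 (pregrown in raffinose, seeded at OD600=0.02 in galactose medium) exposed to compounds 24 hr at 30 deg C. Growth read by BacTiter-Glo luminescence; rescue of toxicity appears as increased signal.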
GLP1R cytotox: cytotoxic in the GLP-1 receptor inverse agonist counter-screen; Potency, µM (series often up to 38.3 µM), without a hit: at the highest dose activity change, negative = inhibition, hits mostly inhibitors; hit rate 0.13% among 410,000; HEK293 cAMP-luciferase reporter cells, luminescence, 24 h; AID 624418;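 also: loss of luciferase light is scored as toxicity; % is scaled to controls: 0 for no effect and ±100 for the full control effect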
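Quantitative HTS format, 1536 wells, 200 cells/uL seeded. Compounds: 23 nL, 24 h, 37 °C. Detection: luciferase reagent, luminescence at 12 min RT; decreased signal taken as cytotoxic.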
KB-3-1 tox: KB-3-1 parental cell cytotoxicity. KB-3-1 viability, CellTiter-Glo ATP luminescence, 72 h. Potency, µM (doses to about 46.1 µM), inactives show at the highest dose activity change, negative = cytotoxic, most hits filed as cytotoxic. hit rate 1.4% among 400,000; also: % is scaled to controls: 0 for no effect and ±100 for the full control effect; nearly all actives have a fitted effect of over 60% in size
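72 h, 37 °C compound treatment of KB-3-1 parental cells; CellTiter-Glo added, 10 min, luminescence read. Data corrected against DMSO-only plates and normalized before curve fitting.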
GLP-1R agonist: agonists of human GLP-1 receptor | P43220 | HEK293 GLP-1R CRE-luciferase, luminescence, 4-6 h; cells express a hypersensitive GLP-1R form | Potency, µM (highest dose often 45.6 µM), without a hit: top-dose activation, actives largely listed as activators | hit rate 0.007% among 380,000; also: % of control where 0% means no effect
Target sequence (P43220 whole entry, looked up): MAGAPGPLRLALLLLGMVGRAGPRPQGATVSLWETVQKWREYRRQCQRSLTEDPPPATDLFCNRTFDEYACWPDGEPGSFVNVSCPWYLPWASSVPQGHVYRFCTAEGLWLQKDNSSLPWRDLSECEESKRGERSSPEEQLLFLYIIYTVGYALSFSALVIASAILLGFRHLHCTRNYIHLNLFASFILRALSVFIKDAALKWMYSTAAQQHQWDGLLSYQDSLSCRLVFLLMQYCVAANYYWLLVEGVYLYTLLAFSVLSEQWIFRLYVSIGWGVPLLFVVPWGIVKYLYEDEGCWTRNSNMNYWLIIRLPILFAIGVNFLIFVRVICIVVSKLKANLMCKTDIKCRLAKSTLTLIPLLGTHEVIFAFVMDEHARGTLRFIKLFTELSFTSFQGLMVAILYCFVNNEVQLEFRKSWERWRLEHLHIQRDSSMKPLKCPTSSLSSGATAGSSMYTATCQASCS
GLP1R inv ag: inverse agonists of human GLP-1 receptor. P43220. HEK293 GLP-1R CRE-luciferase, luminescence, 24 h; GLP-1R form is constitutively active. Potency, µM (highest dose often 38.3 µM), inactives show at the top dose activity change, negative = inhibition, hits mostly inhibitors. hit rate 1.6% among 410,000; also: % is scaled to controls: 0 for no effect and ±100 for the full control effect; nearly all actives have a fitted effect of over 55% in size
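Readout was luciferase luminescence, measured 12 min after detection reagent at room temperature. Beforehand, GLP-1R reporter HEK293 cells had sat 12 h, then received compounds for 24 hr at 37 deg C.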
HT1080 IDH1KD tx: kills HT-1080 cells with IDH1 knockdown | HT-1080 IDH1 knockdown viability, ATP luminescence, 48 h | Potency, µM (doses to about 46.1 µM), for inactives: at the top dose activity, negative = toxicity, usual class: cytotoxic | hit rate 2% among 360,000;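 also: 0% = DMSO wells and -100% = cell-free medium wells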
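Assay cells: HT-1080 with IDH1 knockdown, 750 per well, RPMI/5% FBS. Exposure: 48 h at 37 °C following 2 h pre-incubation. Read: CellTiter-Glo luminescence; fitted concentration-response, curve class assigned.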
Active calls of the source: *; & = joins results of further samples; [ ] = dose if it differs, or a comment. Calls follow the shape of the dose curve; as a rule, active = well fitted curve in the direction sought with a large enough effect; inconclusive = small, poorly fitted or top-dose-only effect, or another doubt; inactive = no such curve, though single readings can be large; an effect the other way counts as inactive or inconclusive. Potency is read from the fitted curve at half-maximal effect.

Screening O=C(Nc1ccc2c(c1)Cc1ccccc1-2)c1ccc(Br)o1 returned HT1080NT lethal -15%, KB-V1 cytotox -19%, SW480 rerep -1%, TDP-43 yeast inh -5%, GLP1R cytotox inconclusive, KB-3-1 tox -19%, GLP-1R agonist -1%, GLP1R inv ag -21% and HT1080 IDH1KD tx -10%.
For CC(C(=O)NC(=O)NC1CCCCC1)N(C)CC(=O)Nc1ccc(F)c(F)c1F (configuration not stated) the results were HT1080NT lethal -14%, KB-V1 cytotox inconclusive, SW480 rerep -94%[inhibitor], TDP-43 yeast inh -12%, GLP1R cytotox -2%, KB-3-1 tox 2%, GLP-1R agonist 15%, GLP1R inv ag inconclusive and HT1080 IDH1KD tx -18%.
For CC(C)CCC(C)NC(=O)c1ccc2nccnc2c1 (configuration not stated) the results were HT1080NT lethal 4%, KB-V1 cytotox -13%, SW480 rerep -15%, TDP-43 yeast inh 21%, GLP1R cytotox -11%, KB-3-1 tox 2%, GLP-1R agonist 5%, GLP1R inv ag 9% and HT1080 IDH1KD tx 9%.
COC(=O)c1ccc(OC(=O)c2cnccn2)cc1 was read as HT1080NT lethal 15%, KB-V1 cytotox 0%, SW480 rerep -34%[inhibitor], TDP-43 yeast inh -35%[inhibitor], GLP1R cytotox -10%, KB-3-1 tox -7%, GLP-1R agonist 5%, GLP1R inv ag -15% and HT1080 IDH1KD tx 7%.
CCC(=O)Nc1ccc(Oc2ccc3c(c2)C(=O)NC3=O)cc1 was read as HT1080NT lethal 3%, KB-V1 cytotox -1%, SW480 rerep 2%, TDP-43 yeast inh 0%, GLP1R cytotox 4%, KB-3-1 tox -5%, GLP-1R agonist -3%, GLP1R inv ag 5% and HT1080 IDH1KD tx 2%.
`CC(C)(C)c1ccc(C(=O)N2CCN(c3ccc(N4CCOCC4)nn3)CC2)cc1` gave HT1080NT lethal -3%, KB-V1 cytotox inconclusive, SW480 rerep -7%, TDP-43 yeast inh 3%, GLP1R cytotox -3%, KB-3-1 tox -3%, GLP-1R agonist -6%, GLP1R inv ag inconclusive and HT1080 IDH1KD tx -15%.
Screening N#Cc1ccc(CN2CCN(C(=O)CNC(=O)Cc3ccccc3)CC2)cc1 returned HT1080NT lethal -4%, KB-V1 cytotox 6%, SW480 rerep 10%, TDP-43 yeast inh -5%, GLP1R cytotox -3%, KB-3-1 tox 5%, GLP-1R agonist 6%, GLP1R inv ag -6% and HT1080 IDH1KD tx -1%.
CCCCCCOc1ccc(C(=O)O)cc1 was read as HT1080NT lethal 4%, KB-V1 cytotox 2%, SW480 rerep 3%, TDP-43 yeast inh inconclusive, GLP1R cytotox -26%, KB-3-1 tox 10%, GLP-1R agonist 5%, GLP1R inv ag 16% and HT1080 IDH1KD tx -1%.
For O=C(COC(=O)c1c(Cl)ccc(Cl)c1Cl)NC1CCS(=O)(=O)C1 (configuration not stated) the results were HT1080NT lethal -11%, KB-V1 cytotox 1%, SW480 rerep -2%, TDP-43 yeast inh 23%, GLP1R cytotox -9%, KB-3-1 tox 13%, GLP-1R agonist 7%, GLP1R inv ag 8% and HT1080 IDH1KD tx 1%.
CCOc1ccc(N=C2SCCCN2C(=O)c2c(CC)noc2C)cc1 was read as HT1080NT lethal 5%, SW480 rerep -4%, TDP-43 yeast inh 0%, GLP1R cytotox 9%, GLP-1R agonist 1%, GLP1R inv ag -18% and HT1080 IDH1KD tx 7%.

Molecules above that contain sulfur, in the order listed:
For O=C(COC(=O)c1c(Cl)ccc(Cl)c1Cl)NC1CCS(=O)(=O)C1 (configuration not stated) the results were HT1080NT lethal -11%, KB-V1 cytotox 1%, SW480 rerep -2%, TDP-43 yeast inh 23%, GLP1R cytotox -9%, KB-3-1 tox 13%, GLP-1R agonist 7%, GLP1R inv ag 8% and HT1080 IDH1KD tx 1%.
CCOc1ccc(N=C2SCCCN2C(=O)c2c(CC)noc2C)cc1 was read as HT1080NT lethal 5%, SW480 rerep -4%, TDP-43 yeast inh 0%, GLP1R cytotox 9%, GLP-1R agonist 1%, GLP1R inv ag -18% and HT1080 IDH1KD tx 7%.

Carrying on:
Screening Cc1ccc(S(=O)(=O)NC2(C(F)(F)F)NC(=O)N(c3ccc(F)cc3)C2=O)cc1 (configuration not stated) returned HT1080NT lethal 4%, KB-V1 cytotox 0%&8%, SW480 rerep -35%, TDP-43 yeast inh -16%&1%, GLP1R cytotox -3%&2%, KB-3-1 tox inconclusive, GLP-1R agonist -2%&-2%, GLP1R inv ag -10%&-14% and HT1080 IDH1KD tx 15%.
`COc1ccccc1N1CCN(C(=O)c2onc(C)c2Cl)CC1` gave HT1080NT lethal inconclusive, KB-V1 cytotox inconclusive, SW480 rerep 10%, TDP-43 yeast inh inconclusive, GLP1R cytotox -25%, KB-3-1 tox inconclusive, GLP-1R agonist -2%, GLP1R inv ag inconclusive and HT1080 IDH1KD tx inconclusive.
For O=C(Nc1cccc(Cl)c1)O/N=C\c1ccncc1 the results were HT1080NT lethal 4%, KB-V1 cytotox 5%, SW480 rerep -4%, TDP-43 yeast inh -11%, GLP1R cytotox -2%, KB-3-1 tox 1%, GLP-1R agonist -13%, GLP1R inv ag 0% and HT1080 IDH1KD tx -2%.
For COCCNC(=O)Cn1cc2c(n1)CCCCC2 the results were HT1080NT lethal 7%, KB-V1 cytotox 20%, SW480 rerep 2%, TDP-43 yeast inh 5%, GLP1R cytotox -13%, KB-3-1 tox 18%, GLP-1R agonist 6%, GLP1R inv ag -10% and HT1080 IDH1KD tx 7%.
`CC(C)OC(=O)C1CC=CCC1C(=O)Nc1ccc(Cl)cc1` (configuration not stated) gave HT1080NT lethal 10%, KB-V1 cytotox inconclusive, SW480 rerep -6%, TDP-43 yeast inh 15%, GLP1R cytotox -1%, KB-3-1 tox -1%, GLP-1R agonist 17%, GLP1R inv ag 1% and HT1080 IDH1KD tx 6%.
`CC1CCCC(NC(=O)c2cc(S(=O)(=O)N3CCCCC3)ccc2Cl)C1C` (configuration not stated) gave HT1080NT lethal 1%, KB-V1 cytotox -27%, SW480 rerep 29%, TDP-43 yeast inh -5%, GLP1R cytotox 7%, KB-3-1 tox -8%, GLP-1R agonist -2%, GLP1R inv ag inconclusive and HT1080 IDH1KD tx 4%.
CCCCNc1nc2c(S(=O)(=O)c3ccc(C)cc3)nnn2c2ccsc12 was read as KB-V1 cytotox 4%, TDP-43 yeast inh -7%, GLP1R cytotox 5%, KB-3-1 tox 9% and GLP1R inv ag 40%[activator].
For CC(=O)Nc1ccc(S(=O)(=O)NCC(=O)Nc2ccc3c(c2)OCO3)cc1 the results were HT1080NT lethal 1%, KB-V1 cytotox 0%, SW480 rerep 1%, TDP-43 yeast inh -18%, GLP1R cytotox 0%, KB-3-1 tox -11%, GLP-1R agonist -5%, GLP1R inv ag -9% and HT1080 IDH1KD tx -2%.
Screening O=C(O)c1cc2c(cc1NC(=O)c1ccccc1OC(F)F)OCCCO2 returned HT1080NT lethal 4%, KB-V1 cytotox 17%, SW480 rerep -9%, TDP-43 yeast inh -17%, GLP1R cytotox -1%, KB-3-1 tox 1%, GLP-1R agonist 0%, GLP1R inv ag -4% and HT1080 IDH1KD tx 6%.
`O=C(c1ccc(Cl)cc1)N1CCN(CCc2ccccn2)CC1` gave HT1080NT lethal 6%, KB-V1 cytotox 0%, SW480 rerep 0%, TDP-43 yeast inh -18%, GLP1R cytotox 1%, KB-3-1 tox 16%, GLP-1R agonist -1%, GLP1R inv ag 0% and HT1080 IDH1KD tx 2%.
Cc1ccc(NNC(=O)c2c(C)noc2C)cc1Cl was read as HT1080NT lethal -13%, KB-V1 cytotox 6%, SW480 rerep -1%, TDP-43 yeast inh inconclusive, GLP1R cytotox -27%, KB-3-1 tox -31%, GLP-1R agonist -3%, GLP1R inv ag inconclusive and HT1080 IDH1KD tx inconclusive.
For COc1cccc(C(c2sc3nc(C)nn3c2O)N2CCN(C(=O)c3ccco3)CC2)c1 (configuration not stated) the results were HT1080NT lethal 3%, KB-V1 cytotox -9%, SW480 rerep -2%, TDP-43 yeast inh 0%, GLP1R cytotox -1%, KB-3-1 tox 24%, GLP-1R agonist 0%, GLP1R inv ag 12% and HT1080 IDH1KD tx -1%.
Screening Cc1ccc(CSc2nc3ccccc3c(=O)n2C)cc1 returned HT1080NT lethal -23%, KB-V1 cytotox -5%, SW480 rerep 2%, TDP-43 yeast inh -21%, GLP1R cytotox 0%, KB-3-1 tox -10%, GLP-1R agonist 19%, GLP1R inv ag 21% and HT1080 IDH1KD tx -14%.
Screening O=C(CSc1cccc[n+]1[O-])NC1CCCCCCC1 returned HT1080NT lethal 6%, KB-V1 cytotox 6%, SW480 rerep 0%, TDP-43 yeast inh -16%, GLP1R cytotox -10%[0.307 µM], KB-3-1 tox -6%, GLP-1R agonist -9%, GLP1R inv ag -11%[0.307 µM] and HT1080 IDH1KD tx 12%.
For O=C(Nc1ccc(Cl)cc1)Nc1nnc(CSCc2ccccc2Cl)s1 the results were HT1080NT lethal 4%, KB-V1 cytotox -3%, SW480 rerep 3%, TDP-43 yeast inh 2%, GLP1R cytotox -4%, KB-3-1 tox inconclusive, GLP-1R agonist -5%, GLP1R inv ag -10% and HT1080 IDH1KD tx 0%.
Screening CN(CCc1cnn(C)c1)Cc1nc(Cc2ccccc2)no1 returned HT1080NT lethal 3%, KB-V1 cytotox inconclusive, SW480 rerep -2%, TDP-43 yeast inh 13%, GLP1R cytotox 1%, KB-3-1 tox 0%, GLP-1R agonist 12%, GLP1R inv ag 4% and HT1080 IDH1KD tx -4%.
`COc1ccc(C(=O)OCc2ccccc2F)cc1S(=O)(=O)N1CCCC1` gave HT1080NT lethal 1%, KB-V1 cytotox 16µM*, SW480 rerep -4%, TDP-43 yeast inh 20%, GLP1R cytotox -7%, KB-3-1 tox -6%, GLP-1R agonist 18%, GLP1R inv ag inconclusive and HT1080 IDH1KD tx 10%.
